Arrestin-AP2 inh: blocks beta-arrestin peptide binding to AP2 adaptin; 0.31% of 340,000 active; inhibition, % at 10 µM; AID 504490; FITC-arrestin peptide / GST-AP2 beads, flow cytometry; AP2 beta2 appendage carries R879A mutation;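 active = inhibition above a set limit, near 3 SD of compounds lacking own fluorescence, cut at about 54% in these data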;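 note: plate controls were DMSO wells for no effect and 5 µM unlabelled arrestin peptide for full effect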
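System: GST-AP2 R879A glutathione beads. Medium: PBS with 0.05% Tween 20 and 0.1% BSA. Also added: FITC-arrestin peptide, 50 nM. Incubation: 12 min plus 1 h, RT. Measured by: high-throughput flow cytometry of beads, ex 488, em 535 nm. Evaluation: percent drop in bead-associated FITC signal.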
PfHsp90 yeast 2: reduces growth (ATP signal) of yeast expressing P. falciparum Hsp90; S. cerevisiae expressing PfHsp90, BacTiter-Glo ATP, 48 h; yeast lacking PDR1 and PDR3 efflux regulators; inhibition, % at 9.4 µM; 0.32% of 310,000 active;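 active = every replicate shows inhibition above about 80%, whatever the replicate mean, limit read from the data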;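 note: 0% = DMSO neutral controls and 100% = 20 µM radicicol positive controls; yeast relying on Plasmodium falciparum Hsp90 in place of its own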
MOR-DOR ag: agonists of human mu-delta opioid receptor heterodimerization; AID 504326; activation, % at 9.3 µM; 0.3% of 340,000 active; cells, OPRM1-OPRD1 heterodimerization, luminescence; in the data active = activation above about 18%;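 note: 0% = vehicle-treated cells and 100% = reference agonist; values of inactives mirror those of a sister screen read the other way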
PKA-R1A activ: PKA-R1A complex activation. activation, % at 11.4 µM. PKA-R1A dissociation, Cy5-IP20 fluorescence polarization; scaled: DMSO 0%, 113 µM cGMP 100%. 0.083% of 340,000 active;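 active = percent activation above the mean of all tested compounds plus 3 SD, cut at about 19% in these data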;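 note: higher means more PKAc released from R1A so a rise in polarization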
AddAB inh: less growth of phage-infected E. coli with AddAB; inhibition, % at 11.9 µM; 0.29% of 330,000 active; E. coli expressing H. pylori AddAB, absorbance growth; AID 435030; in the data active = inhibition above about 12%;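 note: 0% = vehicle wells of infected cells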
Tat export inh: inhibitors of E. coli Tat protein transport; E. coli MC4100 TorA-mCherry Tat export, fluorescence; inhibition, % at 10 µM; 0.036% of 340,000 active;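 active = mean replicate inhibition at least 50% and at least half of replicates individually reaching 50%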;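 note: exported cargo escapes ClpAP degradation while cytoplasmic cargo is degraded and loses fluorescence; 0% = median of neutral control wells and 100% = median of NaSCN control wells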
E coli growth: counter-screen for AddAB inhibitors: E. coli growth inhibition. E. coli V3065 growth, OD600 absorbance, 18 h. inhibition, % at 11.9 µM. 0.27% of 330,000 active. AID 449728;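 active = inhibition above the campaign's mean inhibition across all tested compounds plus 3 SD, cut at about 9.9% in these data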;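 note: uninfected addAB+ strain grown without phage in ampicillin broth; 0% = DMSO wells and 100% = ciprofloxacin 0.95 µg/ml wells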
OPRM1-OPRD1 inv: inverse agonist of human OPRM1-OPRD1 heterodimerization. cell-based MOR-DOR heterodimer luminescence, inverse agonism. AID 504357. inhibition, % at 9.3 µM. P35372+P41143. 0.21% of 340,000 active; in the data active = inhibition above about 22%, passing the limit was not always enough;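 note: 0% = cells with DMSO and 100% = wells without cells with DMSO; values of inactives mirror those of a sister screen read the other way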
SUMO Mot1 rescue: SUMOylation pathway inhibition by Mot1-301 growth rescue | S. cerevisiae Mot1-301 growth rescue, ATP luminescence, 38.5C; percent above DMSO median, 100 means doubled | AID 2716 | 1% of 320,000 active | growth rescue, % at 18.8 µM;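 active = every valid replicate shows activation above 250% relative to neutral control wells; inactive = the rest, any valid replicate at or below 250%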;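 note: OY570 slx delta 5 strain wells were the positive control but not used for scaling; some compounds called inactive have numbers as strong as hits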
Pemphigus Ab inh: human desmoglein-3 autoantibody binding inhibition; binding (percent of control), % at 10 µM; DSG3-coupled beads, scFv-anti-DSG3-GFP binding, flow cytometry; active compounds read low; 0.48% of 310,000 active; P32926;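 active = binding more than 3 SD below its plate's average and above zero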;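 note: hits lower antibody fragment binding to DSG3; some compounds called inactive have numbers as strong as hits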
Target sequence (P32926 whole entry, looked up, the tested form may be a part): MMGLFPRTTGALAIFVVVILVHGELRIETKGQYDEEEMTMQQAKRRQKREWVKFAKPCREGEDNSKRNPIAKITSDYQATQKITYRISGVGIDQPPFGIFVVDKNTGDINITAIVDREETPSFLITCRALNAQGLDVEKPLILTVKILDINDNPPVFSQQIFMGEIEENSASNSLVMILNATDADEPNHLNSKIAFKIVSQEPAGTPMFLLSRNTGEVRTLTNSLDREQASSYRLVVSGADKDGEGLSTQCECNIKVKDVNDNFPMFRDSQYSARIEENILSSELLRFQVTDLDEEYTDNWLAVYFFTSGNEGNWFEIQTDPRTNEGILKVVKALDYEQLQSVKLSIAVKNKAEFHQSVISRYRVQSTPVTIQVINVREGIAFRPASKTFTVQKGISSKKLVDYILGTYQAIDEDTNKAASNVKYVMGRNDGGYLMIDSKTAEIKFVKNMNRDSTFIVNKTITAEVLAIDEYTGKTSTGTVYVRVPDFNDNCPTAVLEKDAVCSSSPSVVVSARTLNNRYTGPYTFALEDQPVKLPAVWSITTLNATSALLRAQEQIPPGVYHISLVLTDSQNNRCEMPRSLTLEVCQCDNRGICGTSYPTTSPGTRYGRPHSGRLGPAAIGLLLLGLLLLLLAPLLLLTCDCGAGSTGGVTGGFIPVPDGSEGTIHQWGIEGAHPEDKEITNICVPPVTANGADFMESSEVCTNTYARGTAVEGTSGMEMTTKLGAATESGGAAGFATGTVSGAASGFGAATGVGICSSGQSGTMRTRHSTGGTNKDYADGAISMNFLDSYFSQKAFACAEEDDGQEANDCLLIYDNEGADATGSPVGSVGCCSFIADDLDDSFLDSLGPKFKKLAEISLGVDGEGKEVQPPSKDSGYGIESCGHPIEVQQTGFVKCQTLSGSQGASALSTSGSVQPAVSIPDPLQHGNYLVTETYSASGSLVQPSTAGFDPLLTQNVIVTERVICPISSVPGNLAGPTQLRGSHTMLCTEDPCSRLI
phage Ecoli inh: E. coli growth loss with phage present. growth absorbance. inhibition, % at 11.9 µM. 0.26% of 360,000 active. AID 651602; in the data active = inhibition above about 11%
* marks the source's active call; other numbers are inactive results; . = not tested or not shown; & = joins results of further samples. Compounds were not picked by outcome; overall some 2.8% were active at least once.

SMILES | Arrestin-AP2 inh | PfHsp90 yeast 2 | MOR-DOR ag | PKA-R1A activ | AddAB inh | Tat export inh | E coli growth | OPRM1-OPRD1 inv | SUMO Mot1 rescue | Pemphigus Ab inh | phage Ecoli inh
O=C(c1ccc(Cl)c(S(=O)(=O)N2CCCC2)c1)N1CCN(c2ncccn2)CC1 | 8 | 14 | -3.3 | -4 | -1.6 | 5 | 1.0 | 17 | -18 | 104 | 0.8
COc1ccccc1NC(=O)CSc1nc(=O)n(Cc2ccncc2)c2c1CCCC2 | -7 | 20 | -2.9 | -5 | 0.0 | 5 | -0.7 | 14 | -10 | 101 | 2.6
O=C1C(=O)N(CCN2CCOCC2)C(c2cccnc2)/C1=C(/O)c1ccc(Cl)cc1 (centres undefined) | 12 | 1 | -2.8 | -2 | 3.4 | -1 | 2.0 | 14 | -12 | 99 | 3.9
CC1=CCC2C(=O)N(c3ccc(C)c(Br)c3)C(=O)C2C1 (centres undefined) | 11 | 6 | 0.6 | -11 | 5.9 | -2 | 3.4 | -3 | -3 | 48* | 3.0
Cn1nc(-c2ccccc2)cc1NC(=O)Nc1ccc(F)cc1 | 6 | -2 | 0.7 | -11 | 3.3 | -13 | 2.3 | -3 | -4 | . | 0.9
COc1ccc(NC(=O)C2CCN(C(=O)C3CC(=O)N(c4ccc(C)cc4)C3)CC2)c(OC)c1 (centres undefined) | -1 | -21 | 0.2 | -6 | 0.3 | 1 | 0.6 | -1 | 146 | 107 | -1.5
O=C(c1ccc(Br)s1)N1CCN(c2ncccn2)CC1 | 18 | 13 | 0.1 | -5 | -1.5 | 8 | -0.8 | 0 | 37 | 95 | 0.9
COc1ccccc1/C=N/NC(=O)c1ccc(NC(=O)c2ccccc2Br)cc1 | -4 | 13 | -2.6 | 7 | 1.2 | -4 | 0.8 | 14 | 11 | . | 3.4
CCOCCCNC(=O)c1ccc2nc(-c3ccc(OC)c(OC)c3)c(-c3ccc(OC)c(OC)c3)nc2c1 | 3 | -7 | -0.4 | 2 | 0.5 | 5 | -1.3 | 2 | 12 | 98 | 0.0
O=C(O)CSCC(=O)NC1CCCc2ccccc21 (centres undefined) | 1 | -8 | 0.5 | 4 | 0.3 | -6 | 1.8 | -3 | 255 | 80 | 0.1
CCOC(=O)c1c(S(=O)(=O)NCC(=O)NCc2ccc(C)cc2)c(C)n(C)c1C | 28 | -3 | 0.4 | -2 | 1.6 | -4 | -2.4 | -2 | 26 | 99 | 3.2
O=C(CCN1C(=O)CSC1=O)Nc1ccccc1 | -1 | 13 | -0.8 | 7 | 0.8 | -6 | 0.5 | 4 | 0 | 100 | 1.8
COc1ccc(NC(=O)COC(=O)CN2C(=O)C3CCCCC3C2=O)cc1OC (centres undefined) | 14 | 13 | -0.1 | 11 | 0.6 | -6 | 0.2 | 0 | -1 | 97 | 2.1
Cn1c(=O)c2c(ncn2CC(O)CO)n(C)c1=O (centres undefined) | 5 | 29 | -2.5 | 0 | 4.9 | -7 | 2.1 | 14 | 390&139 | 103 | 1.8
CCOc1nnc(C)c2c(C)n(-c3cccc(OC)c3)nc12 | -6 | 17 | 0.5 | 8 | 2.5 | 12 | -0.5 | -3 | 2 | 116 | 1.1
O=C(CN1CCOCC1)Nc1ncc(Cc2cccc(Cl)c2)s1 | 2 | . | -1.3 | -13 | 1.1 | 2 | -4.0 | 8 | 136 | 80 | 3.5
N[C@@H](CO)c1nnc([C@H](CC(=O)O)NC(=O)C2CCNCC2)o1 | -3 | -7 | 0.1 | -1 | 3.1 | -8 | -1.5 | 0 | -5 | 97 | 1.5
NC(=O)N/N=C1\c2ccccc2-c2c(C(N)=O)cccc21 | -6 | 3 | 1.1 | 8 | 0.3 | -10 | -0.6 | -6 | 2 | 89 | 2.3
O=C(NCCc1nccs1)C1CCC(=O)N(CCc2ccc(Cl)cc2)C1 (centres undefined) | -9 | -2 | -1.4 | -10 | -0.4 | -1 | -0.2 | 10 | 143 | 99 | 0.7
Cc1cc(C)cc(C(=O)OCC(=O)NC(=O)NC2CCCC2)c1 | 4 | -10 | 6.7 | -4 | 0.6 | -2 | -0.7 | -25 | 7 | 101 | -0.6
Cc1ccc2cc3cc(C(=O)NCc4ccc5c(c4)OCO5)oc3nc2c1 | -1 | -16 | 2.9 | 3 | . | 10 | . | -15 | . | 104 | 2.2
CC1Cc2ccccc2N1Cc1ccc([N+](=O)[O-])cc1 (centres undefined) | -3 | 11 | 1.4 | 2 | 3.9 | 11 | 1.9 | -9 | 33 | . | 0.4
CCCNC(=O)N1CCC(C(=O)c2ccc(Cl)cc2)CC1 | 30 | . | -1.2 | 4 | 1.1 | -3 | 1.6 | 7 | 170 | 97 | 5.4
N#Cc1cccc(NC(=O)Cn2c3[n+](c4ccc(C(F)(F)F)cc42)CCCCC3)c1 | -1 | -34 | . | -10 | 0.8 | -4 | 0.3 | . | 3 | 131 | 3.2
C[C@H]1CNC(=O)C(=O)N1C[C@H](Cc1ccc(O)cc1)NC(=O)CC12CC3CC(CC(C3)C1)C2 | 10 | 2 | -1.7 | -8 | 1.8 | -6 | 1.0 | 10 | 0 | . | 2.0
Cc1sc2nc(SCC(=O)N(C)C)[nH]c(=O)c2c1C | -1 | 18 | -2.9 | 3 | 2.9 | -8 | 1.2 | 13 | 522 | 102 | -1.5
O=C1NCCCC1C(=O)N/N=C/c1ccccc1 (centres undefined) | 7 | 11 | 0.3 | 3 | -3.9 | 0 | -1.1 | -2 | 20 | 84 | 2.4
C=CCNC(=S)NNC(=O)c1ccc([N+](=O)[O-])cc1 | -7 | 3 | -3.1 | 0 | 2.9 | 1 | 2.2 | 15 | -4 | 106 | 4.4
COc1cc(NS(=O)(=O)c2ccccc2)ccc1-n1nc(C)cc1C | -2 | . | 0.3 | -3 | 3.3 | 0 | 5.3 | -1 | -9 | 107 | 1.6
CCC(=O)N1c2ccc(S(=O)(=O)NCc3ccco3)cc2CC1C (centres undefined) | 0 | 4 | -1.9 | -1 | 3.1 | -13 | -1.0 | 10 | 20 | 73 | 0.6
COc1cccc(Cn2c(-c3cccs3)noc2=O)c1 | 19 | . | 2.4 | 9 | -1.1 | -6 | -0.9 | -12 | 9 | 104 | 3.0
O=C1C(CO)C(CO)C(CO)C1CO (centres undefined) | 17 | . | -2.8 | -1 | . | 1 | . | 15 | . | 87 | 0.4
Cc1ccc2cc(C(c3nnnn3Cc3ccccc3)N3CCN(c4ccccc4)CC3)c(=O)[nH]c2c1 (centres undefined) | -1 | . | -2.6 | -12 | 2.8 | 15 | 2.5 | 13 | -6 | 117 | 2.4
CCc1ccccc1NC(=O)C1CCCN(c2nn3c(=O)cc(C)nc3s2)C1 (centres undefined) | 1 | 32 | -1.6 | 0 | 4.3 | 4 | -2.8 | 8 | 1 | 113 | 2.6
O=C(CCCn1cnc([N+](=O)[O-])n1)Nc1cc(Cl)ccc1O | 36 | -17 | 1.9 | -4 | 4.9 | -14 | -1.5 | -9 | 5 | 97 | 2.2
COc1ccc(NC(=O)CN2C(=O)CSC(C)C2=O)c(OC)c1 (centres undefined) | 14 | 8 | -2.8 | 10 | 4.0 | 1 | -1.3 | 14 | -11 | 88 | 2.0
CCCC(C)NC(=O)c1sc2nc3n(c(=O)c2c1C)CCC3 (centres undefined) | -1 | 15 | -1.1 | -8 | -0.7 | -8 | 1.3 | 5 | -6 | 100 | 2.9
COc1ccc(C(=O)Nc2ccc(Cl)cc2C(=O)NCCO)cc1 | 7 | -12 | -1.4 | -3 | 1.4 | 0 | 2.4 | 8 | -28 | 120 | 0.0
Cc1ccc(NC(=S)/N=C(\N)Nc2nc(C)c3cc(C)ccc3n2)c(C)c1 | 14 | 19 | 0.5 | -11 | 1.7 | -4 | 1.1 | -3 | 5 | 106 | 3.2
CCn1c(SCC(=O)c2ccc(C)cc2)nnc1-c1ccncc1 | 2 | -45 | -1.0 | 7 | 2.7 | 3 | 1.3 | 5 | -1 | 102 | 3.3
N=C1C(c2ccccc2)=C(O)CN1c1ccccc1 | 6 | . | -0.2 | -1 | 2.1 | -3 | -0.5 | 1 | -3 | 87 | 2.4
COCc1nnc(NC(=O)COc2ccc3c(c2)OCO3)s1 | 14 | 11 | -0.5 | 3 | 0.9 | -2 | -0.4 | 3 | 0 | . | 4.2
Cc1ccc(-c2nc(CN(Cc3cnn(C)c3)C(C)C)c(C)o2)o1 | -1 | -7 | -1.4 | 0 | 2.7 | -4 | 1.5 | 8 | 1 | 96 | 1.8
CC(=O)Nc1cccc(-c2nnc(SCC(=O)N3CCCCC3)n2C)c1 | 7 | 20 | -2.6 | 8 | 0.8 | -1 | -0.3 | 13 | 7 | 89 | 3.5
CCc1cc(=O)oc2cc(C)cc(OCC(=O)NCCCN3CCOCC3)c12 | -8 | 0 | 1.3 | 4 | 4.2 | 5 | 1.5 | -7 | -7 | . | -2.5
Cc1ccc(S(=O)(=O)N2CCC(C(=O)N[C@@H](C)C(=O)NCC3CCCO3)CC2)cc1 (some centres undefined) | 29 | -1 | -4.1 | 14 | -0.3 | -5 | -1.6 | 21 | -9 | . | 0.9
COc1ccc(-c2nn(-c3ccccc3)cc2CN2CCCO2)c(F)c1 | -24 | . | 1.7 | 1 | 3.1 | 4 | -0.3 | -9 | 20 | 105 | 2.9

6 structures from above, ordered by count of non-hydrogen atoms, low to high:
SMILES | Arrestin-AP2 inh | PfHsp90 yeast 2 | MOR-DOR ag | PKA-R1A activ | AddAB inh | Tat export inh | E coli growth | OPRM1-OPRD1 inv | SUMO Mot1 rescue | Pemphigus Ab inh | phage Ecoli inh
COCc1nnc(NC(=O)COc2ccc3c(c2)OCO3)s1 | 14 | 11 | -0.5 | 3 | 0.9 | -2 | -0.4 | 3 | 0 | . | 4.2
CCn1c(SCC(=O)c2ccc(C)cc2)nnc1-c1ccncc1 | 2 | -45 | -1.0 | 7 | 2.7 | 3 | 1.3 | 5 | -1 | 102 | 3.3
COc1ccc(-c2nn(-c3ccccc3)cc2CN2CCCO2)c(F)c1 | -24 | . | 1.7 | 1 | 3.1 | 4 | -0.3 | -9 | 20 | 105 | 2.9
Cc1ccc(NC(=S)/N=C(\N)Nc2nc(C)c3cc(C)ccc3n2)c(C)c1 | 14 | 19 | 0.5 | -11 | 1.7 | -4 | 1.1 | -3 | 5 | 106 | 3.2
CCc1cc(=O)oc2cc(C)cc(OCC(=O)NCCCN3CCOCC3)c12 | -8 | 0 | 1.3 | 4 | 4.2 | 5 | 1.5 | -7 | -7 | . | -2.5
Cc1ccc(S(=O)(=O)N2CCC(C(=O)N[C@@H](C)C(=O)NCC3CCCO3)CC2)cc1 (some centres undefined) | 29 | -1 | -4.1 | 14 | -0.3 | -5 | -1.6 | 21 | -9 | . | 0.9

Screens (PubChem BioAssay)
